Screening results: PubChem BioAssay, several laboratories
CDK5 inh: CDK5/p35 (human) kinase inhibition; inhibition, % at 10 µM; hit rate 0.01% among 330,000; Recombinant CDK5/p35, ADP-Glo luminescence, 60 min; AID 488839; Q00535+Q15078;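 active = highest replicate inhibition of at least 50% and at least 75% of replicates reaching 50%; inconclusive = only one of the two criteria met; inactive = both criteria failed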;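 note: plate controls were DMSO neutral control for no effect and GW8510 at 10 µM for full effect; many of its hits are not listed in these tables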
PvdQ inh: blocks Pseudomonas aeruginosa PvdQ acylase activity; AID 488965; inhibition, % at 10 µM; hit rate 0.063% among 340,000; purified PvdQ acylase, fluorescence plate reader; in the data active = inhibition above about 30%, passing the limit was not always enough; inconclusive = no clear call, values can overlap the other calls;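 note: 0% = vehicle neutral wells and 100% = reference inhibitor wells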
Rtt109 Vps75: C. albicans Rtt109 histone acetyltransferase inhibition; inhibition, % at 34.9 µM; purified Rtt109/Vps75, ThioGlo CoA-SH fluorescence, 4 h; hit rate 0.16% among 330,000;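 active = inhibition of at least 50% in every replicate; inconclusive = best replicate reaches 50% inhibition but some replicates fall short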
Target sequence (Q5AAJ8 whole entry, looked up): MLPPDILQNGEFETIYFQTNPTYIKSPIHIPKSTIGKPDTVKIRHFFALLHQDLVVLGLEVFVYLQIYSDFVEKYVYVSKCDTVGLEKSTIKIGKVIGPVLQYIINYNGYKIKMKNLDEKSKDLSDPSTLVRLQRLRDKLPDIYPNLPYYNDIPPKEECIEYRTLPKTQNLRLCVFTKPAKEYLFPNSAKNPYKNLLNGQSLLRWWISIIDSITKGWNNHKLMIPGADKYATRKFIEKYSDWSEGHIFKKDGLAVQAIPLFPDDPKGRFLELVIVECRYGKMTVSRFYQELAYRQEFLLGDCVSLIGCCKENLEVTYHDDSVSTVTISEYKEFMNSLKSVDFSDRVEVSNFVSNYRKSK
cardiac RTF act: increases calcium sensitivity of human cardiac regulated thin filaments; AID 493008; hit rate 0.24% among 340,000; P19429+P45379; activation, % at 7.2 µM; IANBD-labeled TnC RTF fluorescence at EC20 calcium; 0% EC20 calcium, 100% full calcium;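 active = activation above the mean over all tested compounds plus 3 SD, cut at about 30% in these data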;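 note: rise in fluorescence read as greater calcium sensitivity of cardiac thin filaments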
HTR5A ag: HTR5A agonism, opioid heterodimer counter-screen; hit rate 0.61% among 340,000; activation, % at 9.3 µM; HTR5A agonist assay, luminescence, cell-based; P47898; in the data active = activation mostly above about 9.5%, no sharp cut-off; inactive = mostly below about 7.6%;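 note: 0% = cells with vehicle only and 100% = reference agonist; strong numbers were not always called active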
Target sequence (P47898 whole entry, looked up): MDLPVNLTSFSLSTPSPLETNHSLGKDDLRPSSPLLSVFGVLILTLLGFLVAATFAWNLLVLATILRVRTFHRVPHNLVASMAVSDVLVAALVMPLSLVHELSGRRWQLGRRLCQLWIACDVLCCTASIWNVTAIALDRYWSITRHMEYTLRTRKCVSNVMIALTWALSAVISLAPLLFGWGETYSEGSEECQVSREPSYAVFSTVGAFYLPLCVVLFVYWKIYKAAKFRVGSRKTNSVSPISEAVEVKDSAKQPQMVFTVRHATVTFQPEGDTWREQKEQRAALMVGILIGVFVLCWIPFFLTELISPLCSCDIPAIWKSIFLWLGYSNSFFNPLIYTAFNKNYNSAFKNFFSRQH
MITF act: MITF TRPM1 promoter activation in melanoma cells | SK-MEL-5 TRPM1-promoter luciferase, 24 h; % of positive control, neutral wells = 0 | activation, % at 12.5 µM | hit rate 0.75% among 300,000 | AID 588334;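 active = mean activation of at least 80% with every replicate also reaching 80%; inconclusive = mean reaches 80% but some replicate falls short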;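 note: 0% = neutral control wells and 100% = parthenolide positive control wells; values of inactives mirror those of a sister screen read the other way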
SR-BI DiI inh: blocks mouse SR-BI lipid uptake from DiI-HDL; ldlA[mSR-BI] CHO cells, DiI-HDL uptake fluorescence, 3 h; inhibition, % at 12.5 µM; hit rate 0.96% among 320,000;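 active = mean replicate inhibition of at least 70% and a set share of replicates each scoring 70 or more; inconclusive = meets just one of the two criteria; inactive = fails both criteria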;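 note: 0% = median of neutral control wells and 100% = median of positive control wells; values of inactives mirror those of a sister screen read the other way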
dFosB activator: activators of mouse delta FosB homodimer. P13346. activation, % at 25 µM. hit rate 0.99% among 340,000. purified delta FosB, TAMRA-CDK5 oligo fluorescence polarization; percent of positive-control signal above neutral wells;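 active = mean activation above about 17%, with every replicate also reaching it, limit read from the data, passing the limit was not always enough; inconclusive = only one of the two conditions met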;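 note: fluorescence polarization rise as delta FosB binds a TAMRA Cdk5 AP-1 oligo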
Target sequence (P13346 whole entry, looked up): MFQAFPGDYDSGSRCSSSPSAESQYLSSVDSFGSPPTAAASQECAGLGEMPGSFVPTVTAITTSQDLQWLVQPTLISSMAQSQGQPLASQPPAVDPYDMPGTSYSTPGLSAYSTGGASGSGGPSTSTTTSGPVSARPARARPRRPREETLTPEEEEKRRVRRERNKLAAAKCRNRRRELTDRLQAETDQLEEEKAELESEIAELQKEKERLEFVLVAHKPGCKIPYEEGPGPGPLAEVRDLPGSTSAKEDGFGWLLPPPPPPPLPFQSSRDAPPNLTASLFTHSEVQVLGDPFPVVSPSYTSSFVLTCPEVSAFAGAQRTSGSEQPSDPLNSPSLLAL
Wnt bcat act: Wnt/beta-catenin pathway activation | Wnt/beta-catenin reporter cell assay, activator, plate reader | activation, % at 9.35 µM | hit rate 1.2% among 300,000; in the data active = activation above about 30%, passing the limit was not always enough; inconclusive = no clear call, values can overlap the other calls;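 note: 0% = neutral control wells and 100% = positive control wells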
SR-BI DiI-HDL act: enhances SR-BI lipid uptake from DiI-HDL | CHO ldlA[mSR-BI] cells, DiI-HDL uptake fluorescence, 3 h; 100 = double the neutral-control signal | activation, % at 12.5 µM | hit rate 0.096% among 320,000;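 active = mean replicate activation of at least 60% and every replicate at or above 60%; inconclusive = mean or all-replicate condition met, but not both; inactive = mean below 60% and not all replicates reaching 60%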;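 note: 0% = median plate neutral-control signal and 100% = twice that signal; values of inactives mirror those of a sister screen read the other way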
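Test system: SR-BI-overexpressing, LDLR-lacking CHO cells; Also added: labelled HDL, 10 µg/mL; Measured by: bottom-read cell fluorescence after medium removal, ex 550/em 595 nm; Timing: 3 h uptake period with compound, 37 °C; Buffer or medium: F12, 0.5% BSA, 25 mM HEPES; Doses: single compound concentration, delivered by pin transfer.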
An asterisk follows results filed as active.

For Cc1cccc(NCc2nc(SCC(=O)Nc3ccccc3Br)n[nH]2)c1 the results were CDK5 inh 1.6, PvdQ inh -10, Rtt109 Vps75 0, cardiac RTF act -2, HTR5A ag 3, SR-BI DiI inh -9, dFosB activator -1, Wnt bcat act -1 and SR-BI DiI-HDL act 9.
CCCCc1nnc(NC(=O)C2CC(=O)N(c3ccc(C)cc3)C2)s1 (stereo not given) was read as CDK5 inh -1.8, PvdQ inh -6, Rtt109 Vps75 -7, cardiac RTF act -3, HTR5A ag -1, MITF act -7, SR-BI DiI inh 0, dFosB activator -14, Wnt bcat act 7 and SR-BI DiI-HDL act 0.
Screening CCc1nc2ccccc2n1CCC(C)C returned CDK5 inh 0.2, PvdQ inh 2, Rtt109 Vps75 1, cardiac RTF act -8, HTR5A ag -2, MITF act 3, SR-BI DiI inh -13, dFosB activator 9 and SR-BI DiI-HDL act 13.
Screening Cc1ccc(-n2[nH]c(C)c(/C=N/N3C(=O)c4cccc5cccc(c45)C3=O)c2=O)cc1 returned CDK5 inh 0.6, PvdQ inh -8, Rtt109 Vps75 6, MITF act -13, SR-BI DiI inh 10, dFosB activator -6, Wnt bcat act 0 and SR-BI DiI-HDL act -10.
Screening O=C(CCn1cncn1)N1CCN(S(=O)(=O)c2ccc(Cl)cc2)CC1 returned CDK5 inh -0.7, PvdQ inh 9, Rtt109 Vps75 -14, cardiac RTF act 1, HTR5A ag 0, MITF act -4, SR-BI DiI inh -11, dFosB activator -3, Wnt bcat act -2 and SR-BI DiI-HDL act 11.
Screening Cc1ccccc1C(=O)Nc1nnc(-c2ccc(F)cc2)o1 returned CDK5 inh -2.6, PvdQ inh -9, Rtt109 Vps75 1, cardiac RTF act 1, HTR5A ag -4, MITF act -10, SR-BI DiI inh -2, dFosB activator -15, Wnt bcat act 1 and SR-BI DiI-HDL act 2.
COc1ccc(C2NCCn3cccc32)cc1 (stereo not given) was read as CDK5 inh 1.6, PvdQ inh -13, Rtt109 Vps75 10, cardiac RTF act 1, HTR5A ag 3, MITF act 4, SR-BI DiI inh -5, dFosB activator -3, Wnt bcat act 10 and SR-BI DiI-HDL act 5.
For COC(=O)CCC(=O)NNC(=O)c1cccc(Br)c1 the results were CDK5 inh 0.1, PvdQ inh 21, Rtt109 Vps75 7, cardiac RTF act 14, HTR5A ag 3, MITF act 10, SR-BI DiI inh -17, dFosB activator 0, Wnt bcat act 2 and SR-BI DiI-HDL act 17.
`CCn1cc(CN2CCN(Cc3ccc(OC)c(C)c3C)C(CCO)C2)c(C)n1` (stereo not given) gave CDK5 inh 2.3, PvdQ inh 9, Rtt109 Vps75 -5, cardiac RTF act 3, HTR5A ag 0, MITF act 0, SR-BI DiI inh -6, dFosB activator 5, Wnt bcat act -2 and SR-BI DiI-HDL act 6.
Cc1ccc(-c2nc(CCN3C(=O)c4ccccc4C3=O)cs2)cc1 was read as CDK5 inh 0.1, PvdQ inh -5, Rtt109 Vps75 -12, cardiac RTF act 2, HTR5A ag -3, MITF act 4, SR-BI DiI inh -31, dFosB activator -3, Wnt bcat act -2 and SR-BI DiI-HDL act 31.
For OCCN(Cc1ccccc1)Cc1ccc(Cl)cc1Cl the results were CDK5 inh -1.0, PvdQ inh 7, Rtt109 Vps75 3, cardiac RTF act -3, HTR5A ag -1, MITF act 4, SR-BI DiI inh -3, dFosB activator -9, Wnt bcat act -7 and SR-BI DiI-HDL act 3.
`Oc1ccc(Nc2nc(-c3cccs3)cs2)cc1` gave CDK5 inh 0.2, PvdQ inh -7, Rtt109 Vps75 -5, cardiac RTF act -3, HTR5A ag -12, MITF act 76, SR-BI DiI inh -28, dFosB activator 3 and SR-BI DiI-HDL act 28.
`NC(=O)c1nn(-c2ccccc2)nc1NC(=O)Cn1nnc(-c2ccccc2)n1` gave CDK5 inh -0.3, PvdQ inh -11, Rtt109 Vps75 4, cardiac RTF act 3, HTR5A ag -1, MITF act -2, SR-BI DiI inh -19, dFosB activator 22* and SR-BI DiI-HDL act 19.
Screening CC(C)CNS(=O)(=O)c1ccc(S(=O)(=O)NC2CCOC(C)(C)C2)cc1 (stereo not given) returned CDK5 inh 5.1, PvdQ inh 6, cardiac RTF act -2, HTR5A ag 1, MITF act -7, SR-BI DiI inh 11, dFosB activator -5, Wnt bcat act -3 and SR-BI DiI-HDL act -11.
Screening CCOc1ccc(NC(=O)c2cc(S(=O)(=O)N3CCCCC3)c[nH]2)cc1 returned CDK5 inh -1.9, PvdQ inh -3, Rtt109 Vps75 -4, cardiac RTF act -5, HTR5A ag 6, SR-BI DiI inh 8, dFosB activator 1, Wnt bcat act -2 and SR-BI DiI-HDL act -10.
Cc1cccc(C)c1NC(=O)CNC(=O)Cn1nc(C)c(C)c(C#N)c1=O was read as CDK5 inh -2.1, PvdQ inh -2, Rtt109 Vps75 -7, cardiac RTF act 2, HTR5A ag 5, MITF act 12, SR-BI DiI inh -32, dFosB activator -4, Wnt bcat act 0 and SR-BI DiI-HDL act 32.
CCNC(=O)CNC(=O)c1nn(Cc2ccccc2)c(=O)c2ccccc12 was read as CDK5 inh 0.4, PvdQ inh -3, Rtt109 Vps75 0, cardiac RTF act 1, HTR5A ag 4, MITF act -12, SR-BI DiI inh -6, dFosB activator -1, Wnt bcat act -2 and SR-BI DiI-HDL act 6.
`O=C(CN1CCCCCC1)Nc1cccc(Br)c1` gave CDK5 inh 0.1, PvdQ inh -1, Rtt109 Vps75 -9, cardiac RTF act -1, HTR5A ag 3, MITF act 28, SR-BI DiI inh -1, dFosB activator 3 and SR-BI DiI-HDL act 1.
Screening Cc1cc(C)nc(SC2CC(=O)N(c3ccc(Cl)cc3)C2=O)n1 (stereo not given) returned CDK5 inh -0.8, PvdQ inh -7, Rtt109 Vps75 1, cardiac RTF act 3, HTR5A ag 3, SR-BI DiI inh -21, dFosB activator -3, Wnt bcat act 1 and SR-BI DiI-HDL act 21.
For CCOc1ccc(NC(=O)N2CCc3ccccc3C2)cc1 the results were CDK5 inh 0.2, PvdQ inh -1, Rtt109 Vps75 -6, cardiac RTF act 2, HTR5A ag 4, MITF act 36, SR-BI DiI inh 11, dFosB activator -1, Wnt bcat act 5 and SR-BI DiI-HDL act -11.
`CC(C)CN(C(=O)COC(=O)Cc1ccc(Cl)cc1)c1c(N)n(Cc2ccccc2)c(=O)[nH]c1=O` gave CDK5 inh 0.9, PvdQ inh -4, Rtt109 Vps75 -9, cardiac RTF act -1, HTR5A ag 3, MITF act 0, SR-BI DiI inh -2, dFosB activator -2, Wnt bcat act -1 and SR-BI DiI-HDL act 2.
CCn1c(=O)n(-c2ccc(Cl)cc2)c(=O)c2c3c(sc21)COC(C)(C)C3 was read as CDK5 inh -0.7, PvdQ inh -1, Rtt109 Vps75 19, cardiac RTF act -4, HTR5A ag 4, SR-BI DiI inh 10, dFosB activator 0, Wnt bcat act 10 and SR-BI DiI-HDL act -10.
Screening O=C(C1CCCO1)N1CCN(C(=S)Nc2ccc(F)c(Cl)c2)CC1 (stereo not given) returned CDK5 inh -8.8, PvdQ inh 1, Rtt109 Vps75 2, cardiac RTF act -3, HTR5A ag 2, MITF act 9, SR-BI DiI inh -3, dFosB activator -5, Wnt bcat act -1 and SR-BI DiI-HDL act 3.
Screening CC(C)CC(NC(=O)OC(C)(C)C)C(=O)O (stereo not given) returned CDK5 inh -1.9, PvdQ inh -7, Rtt109 Vps75 -2, cardiac RTF act 2, HTR5A ag 2, MITF act -8, dFosB activator 1 and Wnt bcat act -1.
`Cc1cc2cc(C)c3nnc(SCC(=O)NCc4ccc5c(c4)OCO5)n3c2cc1C` gave CDK5 inh -1.4, PvdQ inh -7, Rtt109 Vps75 16, cardiac RTF act 5, HTR5A ag -5, SR-BI DiI inh -20, dFosB activator -10 and SR-BI DiI-HDL act 20.
CCOC(=O)c1ccc(N/C=C2\CCCCC2=O)cc1 was read as CDK5 inh 1.0, PvdQ inh 3, Rtt109 Vps75 -4, cardiac RTF act -3, HTR5A ag -4, MITF act 65, SR-BI DiI inh -4, dFosB activator -4 and SR-BI DiI-HDL act 4.
COCC1CCN(C(=O)c2cc(COc3ccc(OC)c4ccccc34)on2)C1 (stereo not given) was read as CDK5 inh -1.4, PvdQ inh 7, Rtt109 Vps75 16, cardiac RTF act 2, HTR5A ag 5, MITF act 49, SR-BI DiI inh 23, dFosB activator -13, Wnt bcat act 18 and SR-BI DiI-HDL act -23.
Screening CCN1CCN(CC(=O)N2N=C(c3ccc(OC)cc3)CC2c2ccc(OC)cc2)C(=O)C1=O (stereo not given) returned CDK5 inh 1.4, PvdQ inh -6, Rtt109 Vps75 -1, cardiac RTF act 1, HTR5A ag 3, MITF act -2, SR-BI DiI inh -7, dFosB activator -2, Wnt bcat act 1 and SR-BI DiI-HDL act 7.
`COc1ccc(-c2c(O)c(C#N)c(-c3ccccc3)n(-c3ccc(OC)cc3)c2=O)cc1` gave CDK5 inh 0.4, PvdQ inh -7, Rtt109 Vps75 1, cardiac RTF act -4, HTR5A ag 0, MITF act -3, SR-BI DiI inh -22, dFosB activator 0, Wnt bcat act 0 and SR-BI DiI-HDL act 22.
`CCC(C(=O)Nc1ccccc1Cl)n1nc(C)c2c(C)n(-c3ccccc3)nc2c1=O` (stereo not given) gave CDK5 inh 2.0, PvdQ inh -15, Rtt109 Vps75 7, cardiac RTF act -1, HTR5A ag -1, MITF act -3, SR-BI DiI inh -17, dFosB activator -3, Wnt bcat act -2 and SR-BI DiI-HDL act 17.
`CCOc1ccccc1NC(=O)NNC(=O)CCc1ccc(OC)cc1` gave CDK5 inh 1.6, PvdQ inh -4, Rtt109 Vps75 -1, cardiac RTF act 1, HTR5A ag -1, MITF act -2, SR-BI DiI inh -18, dFosB activator -8, Wnt bcat act 2 and SR-BI DiI-HDL act 18.
Screening N#Cc1c(NC(=O)c2ccc(Br)o2)n(-c2ccccc2)c2nc3ccccc3nc12 returned CDK5 inh -2.5, PvdQ inh -5, Rtt109 Vps75 -28, cardiac RTF act 4, HTR5A ag 0, MITF act -3, SR-BI DiI inh 1, dFosB activator -9, Wnt bcat act 13 and SR-BI DiI-HDL act -1.
For Cc1ccc2nc3c(cc2c1)c(NC(=O)c1cccnc1)nn3C the results were CDK5 inh 0.3, PvdQ inh -8, Rtt109 Vps75 -4, cardiac RTF act 1, HTR5A ag -1, MITF act -12, SR-BI DiI inh -74, dFosB activator 4 and SR-BI DiI-HDL act inconclusive.
Screening Cc1c(C(=O)OCC(=O)NC(=O)NC2CCCCC2)cccc1[N+](=O)[O-] returned CDK5 inh 0.9, PvdQ inh 18, Rtt109 Vps75 -2, cardiac RTF act -11, HTR5A ag 6, MITF act 7, SR-BI DiI inh -19, dFosB activator -5, Wnt bcat act 2 and SR-BI DiI-HDL act 19.
